# Tau fluor counter: counter-screen for tau fibril formation inhibitors. Potency, µM (doses to about 57.7 µM), for the others: at the top dose activity change, negative = decrease. hit rate 0.93% among 280,000. AID 1463. tau K18 P301L Alexa594 fluorescence, heparin fibrillization; further: nearly all actives have a fitted effect of over 55% in size
#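 Human tau K18 P301L (15 uM unlabeled, 0.24 uM Alexa 594-labeled) in 100 mM sodium acetate pH 7 with 20 uM heparin, 6 hr at 37 C. ThT 30 uM added, 1 hr ambient; Alexa 594 FP and total fluorescence read at 555/632 nm.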
# Tau fibril FP: tau fibrillization inhibition (FP) | hit rate 0.39% among 280,000 | AID 1468 | Potency, µM (highest dose often 57.7 µM), inactives show at the highest dose activity, negative = inhibition, usual class: inhibitors | K18 P301L tau heparin fibrillization, Alexa594 FP, 6 h; further: nearly all actives have a fitted effect of over 55% in size
# Target sequence (P10636 561-689 P618L limits assumed): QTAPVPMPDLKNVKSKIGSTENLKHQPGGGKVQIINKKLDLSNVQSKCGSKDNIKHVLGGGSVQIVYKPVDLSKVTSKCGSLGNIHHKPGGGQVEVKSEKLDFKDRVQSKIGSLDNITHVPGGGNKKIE
#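 Steps: dispense K18 P301L tau (15 uM plus 0.24 uM Alexa 594 tracer, final) in pH 7 sodium acetate; add compound; add heparin (20 uM final); incubate 6 hr, 37 C; add ThT (30 uM final); after 1 hr ambient, read FP.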
# Tau ThT inhib: blocks human tau fibril formation measured by thioflavin T; Potency, µM (top dose mostly 57.4 µM), for inactives: at the top dose activity, negative = inhibition, hits mostly inhibitors; P10636; recombinant tau K18 P301L (four-repeat tau fragment), heparin-induced fibrillization, ThT fluorescence; AID 1460; hit rate 2.1% among 270,000; further: nearly all actives have a fitted effect of over 55% in size
#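 Tau K18 P301L fragment (15 uM unlabeled plus 0.24 uM Alexa 594-labeled) in 100 mM sodium acetate pH 7 with compound, fibrillization induced by 20 uM heparin for 6 hr at 37 C. Thioflavin T (30 uM) added, fluorescence read after 1 hr (ex 450, em 510 nm).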
# L3MBTL1 inh: blocks human L3MBTL1. AlphaScreen L3MBTL1–H3K9me1 peptide binding. Potency, µM (highest dose often 57.1 µM), without a hit: at the highest dose activity, negative = inhibition, most hits filed as inhibitors. hit rate 0.66% among 230,000; further: nearly all actives have a fitted effect of over 60% in size
# Target sequence (Q9Y468 whole entry, looked up): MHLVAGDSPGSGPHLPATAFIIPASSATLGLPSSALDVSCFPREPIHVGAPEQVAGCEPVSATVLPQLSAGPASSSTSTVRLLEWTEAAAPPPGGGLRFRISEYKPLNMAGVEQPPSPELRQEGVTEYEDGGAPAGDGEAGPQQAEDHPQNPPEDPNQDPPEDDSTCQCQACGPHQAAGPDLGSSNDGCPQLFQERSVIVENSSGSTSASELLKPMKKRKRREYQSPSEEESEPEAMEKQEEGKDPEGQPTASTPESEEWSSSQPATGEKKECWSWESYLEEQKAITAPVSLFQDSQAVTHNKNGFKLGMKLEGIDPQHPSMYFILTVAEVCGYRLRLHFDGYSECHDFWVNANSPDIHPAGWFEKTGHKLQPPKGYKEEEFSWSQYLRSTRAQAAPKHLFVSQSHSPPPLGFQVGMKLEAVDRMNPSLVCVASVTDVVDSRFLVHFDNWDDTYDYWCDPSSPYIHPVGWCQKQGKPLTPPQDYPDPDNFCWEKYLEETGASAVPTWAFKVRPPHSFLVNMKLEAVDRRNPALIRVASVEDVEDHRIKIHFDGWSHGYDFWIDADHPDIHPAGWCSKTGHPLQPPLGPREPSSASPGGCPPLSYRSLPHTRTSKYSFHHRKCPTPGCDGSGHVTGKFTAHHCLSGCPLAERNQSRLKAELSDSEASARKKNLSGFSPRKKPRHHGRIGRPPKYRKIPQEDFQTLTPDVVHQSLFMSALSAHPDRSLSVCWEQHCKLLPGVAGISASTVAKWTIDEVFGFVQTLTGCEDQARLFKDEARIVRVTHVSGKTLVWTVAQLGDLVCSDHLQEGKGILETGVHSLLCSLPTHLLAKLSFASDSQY
#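 AlphaScreen proximity signal between nickel-chelate acceptor and streptavidin donor beads (final 10 ug/mL) reports binding of 50 nM L3MBTL1 to 75 nM biotin-H3 K9me1 peptide; complex incubated with compounds 30 min at room temperature; cefsulodin titration as control.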
# TRb SRC2 PPI: TRbeta-SRC2 interaction inhibition. hit rate 0.065% among 280,000. P10828. TRbeta-SRC2 peptide binding, fluorescence polarization; receptor liganded with 1 µM T3. Potency, µM (top dose mostly 106 µM), inactives show top-dose activity change, negative = inhibition, actives largely listed as inhibitors. AID 1469;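 further: plate controls were bound peptide for no effect and peptide without receptor for full effect; nearly all actives have a fitted effect of over 50% in size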
#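 Binding of a 20-amino-acid Texas Red SRC2 peptide (20 nM) to TRb ligand-binding domain (0.6 uM) with agonist T3 at 1 uM was followed by fluorescence polarization after a 5 hr room-temperature incubation.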
# TexasRed fluor: alters Texas Red total fluorescence, flagging assay interference; TRb/SRC2 Texas Red total fluorescence interference; Potency, µM (top dose mostly 106 µM), without a hit: top-dose fluorescence change, negative = quenching; hit rate 0.29% among 280,000; AID 1479; active means well fitted curve in either direction with a large enough effect; inconclusive means small, poorly fitted or top-dose-only effect
#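 Flags fluorescent or light-absorbing compounds by total fluorescence, S + 2P, at 555 nm excitation and 632 nm emission. Mixture: 20 nM Texas Red SRC2 peptide, 0.6 uM human TRb LBD, 1 uM T3, 5% DMSO; compound exposure 5 h at ambient temperature.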
# aGal spleen mod: inhibits or activates alpha-galactosidase in human spleen homogenate | Potency, µM (doses to about 80 µM), inactives show top-dose activity change, negative = inhibition, most hits filed as inhibitors | human spleen homogenate, 4MU-alpha-Gal fluorescence, 40 min | P06280 | hit rate 0.008% among 240,000;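 further: 0% = enzyme with vehicle and -100% = no enzyme basal signal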
#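 Human spleen homogenate (1 ug) was the enzyme source, with 4-methylumbelliferyl-alpha-D-galactopyranoside (1 mM final) in pH 5.0 citrate buffer with 0.01% Tween-20. Compounds were titrated; after 40 min at 37C, NaOH/glycine stop, 4-MU fluorescence read; AC50 from Hill fits.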
# ALDH1A1 block: blocks purified human ALDH1A1 activity. P00352. AID 1030. Potency, µM (doses to about 75.3 µM), for the others: at the top dose activity, negative = inhibition, actives largely listed as inhibitors. hit rate 7.3% among 220,000. Purified ALDH1A1, NADH fluorescence, propionaldehyde substrate; active means well fitted inhibition curve with a large enough effect, not every such curve was filed as active; inconclusive means small, poorly fitted or top-dose-only effect, or another doubt; inactive means no such curve, though single readings can be large or run the other way;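 further: plate controls were no enzyme wells and a reference inhibitor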
# An asterisk follows results filed as active; ? = inconclusive; nt = no result given; [ ] = remark or other dose. Unless noted, the call rests on the fitted dose curve; in most records, active means well fitted curve in the direction sought with a large enough effect; inconclusive means small, poorly fitted or top-dose-only effect, or another doubt; inactive means no such curve, though single readings can be large; an effect the other way counts as inactive or inconclusive. Unless noted, on the % scale 0 is the no-effect control and ±100 the full control effect; potency means the concentration at half of the fitted maximal effect.
1	CCOC(=O)N1CCN(C(=O)CCCn2nc(C)c3sc4ccccc4c3c2=O)CC1
2	O=C(O)CSc1nnc2c(n1)[nH]c1ccccc12
3	CCN(CC)c1ccc(NC(=O)C2CCCN(S(=O)(=O)c3cccnc3)C2)c(C)c1 (stereo not given)
4	COc1ccc(/C=C/c2cc(C(F)(F)F)on2)cc1
5	O=C(CSc1ccccc1)N1CCN(C(=O)c2ccco2)CC1
6	O=c1cc(O)sc2ccccc12
7	CN(Cc1cccc(C(F)(F)F)c1)Cc1nc(-c2cnccn2)no1
8	CCOc1ccc(C(=O)N(Cc2nc(-c3cccc(C)c3)no2)C(C)C)cc1

entry no.	1	2	3	4	5	6	7	8
Tau fluor counter	-11%	4%	-13%	-1%	1%	1%	4%	-14%
Tau fibril FP	2%	6%	4%	2%	13%	2%	5%	12%
Tau ThT inhib	?	-15%	-15%	-4%	0%	-10%	-3%	-6%
L3MBTL1 inh	45%[activator]	?	nt	26%	3%	7%	7%	nt
TRb SRC2 PPI	-19%	1%	8%	8%	3%	1%	4%	8%
TexasRed fluor	-2%	-8%	-1%	-4%	-1%	0%	-5%	1%
aGal spleen mod	4%	-1%	-1%	8%	4%	1%	-8%	nt
ALDH1A1 block	?	2%	-5%	nt	?	?	9%	nt

# Single records (already shown). Order of screens: Tau fluor counter | Tau fibril FP | Tau ThT inhib | L3MBTL1 inh | TRb SRC2 PPI | TexasRed fluor | aGal spleen mod | ALDH1A1 block
# Record of O=c1cc(O)sc2ccccc12 = 1% | 2% | -10% | 7% | 1% | 0% | 1% | ?
# Record of O=C(O)CSc1nnc2c(n1)[nH]c1ccccc12 = 4% | 6% | -15% | ? | 1% | -8% | -1% | 2%

# The list goes on:
9	Nc1nc(-c2ccccc2)c(N=Nc2cccnc2)s1
10	CC1(c2cnc(Nc3ccccc3)s2)CCC(=O)O1 (stereo not given)
11	Cc1ccc(S(=O)(=O)N(C)c2ccc(N)cc2)cc1
12	COc1ccc(NC(=O)NC(C)C2CC3CCC2C3)cc1 (stereo not given)
13	NS(=O)(=O)c1ccc(NC(=O)CSc2ncnc3ccccc23)cc1
14	CC1CCN(C(=O)CSc2nnc(-c3cc4ccccc4cc3O)n2Cc2ccco2)CC1
15	COc1ccccc1C(=O)Nc1c(C(=O)Nc2cc(Cl)ccc2C)sc2nc(C)cc(C)c12
16	COc1ccc(-c2cc(C(=O)N3CCN(c4ccccc4OC)CC3)no2)cc1OC

entry no.	9	10	11	12	13	14	15	16
Tau fluor counter	?	-8%	-9%	-16%	-9%	-9%	-20%	-24%
Tau fibril FP	4%	7%	11%	-2%	-3%	9%	-12%	11%
Tau ThT inhib	2.8µM*	-9%	-8%	-3%	-16%	?	-6%	?
L3MBTL1 inh	-34%	nt	nt	-1%	-4%	-10%	nt	nt
TRb SRC2 PPI	-11%	0%	-4%	6%	7%	-5%	4%	4%
TexasRed fluor	-6%	-2%	0%	-3%	-1%	0%	1%	-3%
aGal spleen mod	2%	2%	3%	6%	1%	-5%	nt	-17%
ALDH1A1 block	20µM*	18µM*	9%	?	-2%	?	nt	-1%

17	Cc1ccc(S(=O)(=O)N(C)Cc2cc3ccccc3[nH]c2=O)cc1
18	O=C(NCc1ccc(Cl)cc1)C(=O)NCC(c1cccnc1)N1CCN(c2ccc(F)cc2)CC1 (stereo not given)
19	COc1ccc(/C=C/C(=O)C(C)(C)C)cc1OC
20	CCC1NC(=S)N(C2CCCCC2)C1=O (stereo not given)
21	Cc1cc(C(=O)Nc2c[nH]c(=O)[nH]c2=O)ccc1[N+](=O)[O-]
22	COc1ccc(-c2[nH]nc3nc(-c4cc(Br)ccc4OC)cc(C(=O)O)c23)cc1
23	O=C(O)c1ccc2c(=O)n(-c3ccccc3F)c(=S)[nH]c2c1
24	O=C(Nc1ccccc1)/C(=C\c1ccncc1)NC(=O)c1ccccc1

entry no.	17	18	19	20	21	22	23	24
Tau fluor counter	-12%	-20%	-12%	2%	6%	-29%	1%	3%
Tau fibril FP	-6%	-11%	-6%	-13%	2%	-14%	5%	-7%
Tau ThT inhib	-2%	-17%	-8%	-2%	-7%	?	-5%	-5%
L3MBTL1 inh	2%[11.4 µM]	nt	-7%	-4%	23%	nt	nt	6%
TRb SRC2 PPI	5%	-1%	-9%	-5%	0%	-6%	-7%	-9%
TexasRed fluor	-2%	0%	-4%	-4%	-4%	2%	-1%	-1%
aGal spleen mod	-1%	8%	2%	-7%	-15%	nt	7%	2%
ALDH1A1 block	3%	1%	-11%	?	?	nt	-5%	5%

# Random excerpt: 3 entries already listed, in no set order.
20	CCC1NC(=S)N(C2CCCCC2)C1=O (stereo not given)
17	Cc1ccc(S(=O)(=O)N(C)Cc2cc3ccccc3[nH]c2=O)cc1
19	COc1ccc(/C=C/C(=O)C(C)(C)C)cc1OC

entry no.	20	17	19
Tau fluor counter	2%	-12%	-12%
Tau fibril FP	-13%	-6%	-6%
Tau ThT inhib	-2%	-2%	-8%
L3MBTL1 inh	-4%	2%[11.4 µM]	-7%
TRb SRC2 PPI	-5%	5%	-9%
TexasRed fluor	-4%	-2%	-4%
aGal spleen mod	-7%	-1%	2%
ALDH1A1 block	?	3%	-11%

# Additional structures follow.
25	O=c1cc(O)c2c(=O)n(-c3ccccc3)c3c(c2o1)CCCCCC3
26	CCOC(=O)N1CCN(C(=O)c2cccn3c(=O)c4cc(Cl)ccc4nc23)CC1
27	CCOC(=O)c1cccc(NC(=O)CSc2ncc3c(n2)-c2ccc(Cl)cc2N(Cc2ccccc2)S3(=O)=O)c1
28	COc1cc(SC)ccc1C(=O)OCC(=O)NC1CCCCC1
29	CCOc1cc(/C=N/NC(=O)COc2nc(C)cc(COC)c2C#N)ccc1O
30	Cc1ccnc(NS(=O)(=O)c2ccc(NS(=O)(=O)c3ccccc3)cc2)n1
31	C=CCNC(=O)c1nc2ccccc2s1
32	CC(/C=C/c1ccco1)=N/NC(=O)OC(C)(C)C

entry no.	25	26	27	28	29	30	31	32
Tau fluor counter	4%	1%	?	-2%	-13%	-4%	16%	-5%
Tau fibril FP	-7%	-4%	?	1%	1%	-13%	10%	-7%
Tau ThT inhib	-8%	-6%	9%	-6%	-12%	-1%	21%	?
L3MBTL1 inh	-1%	-2%	nt	15%	-5%	5%	34%[activator]	-3%
TRb SRC2 PPI	-13%	0%	2%	3%	-8%	0%	-5%	0%
TexasRed fluor	-5%	-6%	0%	-3%	-3%	0%	2%	0%
aGal spleen mod	1%	?	nt	-2%	-6%	1%	2%	-1%
ALDH1A1 block	-7%	?	nt	-9%	1%	?	7%	1%

# As entered above.
# TRb SRC2 PPI with `C=CCNC(=O)c1nc2ccccc2s1` is entered as -5%
# TRb SRC2 PPI with `COc1cc(SC)ccc1C(=O)OCC(=O)NC1CCCCC1` is entered as 3%

# (next part)
no.	smiles	Tau fluor counter	Tau fibril FP	Tau ThT inhib	L3MBTL1 inh	TRb SRC2 PPI	TexasRed fluor	aGal spleen mod	ALDH1A1 block
33	CCOc1cc(N2CCOCC2)c(OCC)cc1NC(=O)Cn1cnc2c(=O)n(C)c(=O)n(C)c21	-4%	-3%	-3%	12%	1%	-3%	-8%	-2%
34	C/C(=N\N1CCN(c2ccc(Cl)cc2)CC1)c1cccc([N+](=O)[O-])c1	?	1%	?	-4%[11.4 µM]	1%	2%	6%	-6%
35	O=c1c2ccccc2nc2n1C(CSc1ccc(Cl)cc1)CN2 (stereo not given)	0%	-2%	-4%	3%	-4%	-5%	0%	14%
36	C/C(=N/NC(=O)CN1CCN(Cc2ccccc2Cl)CC1)c1cccs1	-12%	-2%	-11%	2%	1%	-1%	-15%	nt
37	N#Cc1nc(-c2cccs2)oc1NCc1ccccc1Cl	?	15%	-3%	6%	3%	2%	-8%	?
38	NC(=O)c1ccc(NC(=O)CCNC(=O)c2ccco2)cc1	-10%	3%	-8%	nt	6%	-1%	-6%	nt
39	COc1cccc(-c2noc(-c3cccnc3)n2)c1	-16%	-6%	?	10%	-1%	2%	-1%	10%
40	CCOC(=O)c1cc(NC(=O)Nc2ccc(OC)c(OC)c2)c(C)nc1C	-30%	14%	-16%	nt	-5%	0%	1%	-4%
41	CCN1CCN(c2nc(Nc3ccccc3F)nc(N)c2[N+](=O)[O-])CC1	-5%	1%	nt	nt	-4%	0%	-2%	nt
42	Oc1ccc(C(=S)N2CCN(c3cccc(Cl)c3)CC2)cc1	?	?	?	-26%	0%	0%	2%	7.9µM*
43	Cc1ccccc1Nc1nc(-c2cccc(Cl)c2)c2c(n1)-c1ccccc1OC2	-7%	2%	-16%	nt	-5%	0%	nt	nt
44	Cc1cc(NC(=O)CCCSc2nc(-c3ccco3)cc(C(F)(F)F)n2)no1	0%	-10%	6%	3%	0%	0%	5%	10%
45	COC(=O)c1c(-c2cccs2)csc1NC(=O)c1cccc(Cl)c1	-25%	?	?	nt	?	1122µM*[quencher]	nt	nt
46	Cc1cc(NC(=O)CSc2ccc3nnc(CCNC(=O)c4ccccc4)n3n2)no1	3%	-3%	3%	nt	0%	-1%	10%	0%
47	COCC(C)NCc1cc(Br)ccc1OC (stereo not given)	-9%	-11%	-7%	6%	-12%	0%	2%	?
48	Cc1cccc(/C=C/c2onc(C)c2S(=O)(=O)N2CCC(C(=O)N3CCC(C)CC3)CC2)c1	1%	7%	-10%	nt	3%	-43%	nt	nt
49	CCN(CC)c1ccc(CNS(=O)(=O)c2cc3c(cc2C)NC(=O)CO3)cc1	-19%	9%	-2%	nt	-3%	-1%	nt	nt
50	C/C(CC(=O)NCc1ccccc1)=N\NC(N)=S	-7%	-1%	-9%	nt	0%	1%	1%	-10%
51	COCC(=O)Nc1ccc(S(=O)(=O)NCCc2ccccc2)cc1	-1%	-4%	4%	2%	-1%	-10%	-1%	-11%
52	Cc1cc(C)n2cc(CSc3nnnn3C)nc2n1	4%	5%	1%	-5%	-9%	2%	-6%	?
53	O=C(NC(=S)Nc1ccc2c(c1)OCCO2)c1cccc(Br)c1	?	?	-15%	-8%	1%	1%	6%	14µM*
54	CCOC(=O)C1CCN(C(=O)C(C)c2ccc([N+](=O)[O-])cc2)CC1 (stereo not given)	-1%	-8%	1%	-1%	-2%	-4%	2%	?

# Assay outcomes deposited in PubChem by National Center for Advancing Translational Sciences (NCATS).
